PvdQ acylase: P. aeruginosa PvdQ acylase inhibitors, primary screen, biochemical, fluorescence, plate reader and imaging, single point | AID 488965, 2010 | inhibition, % at 10 µM | PvdQ acylase [Pseudomonas aeruginosa LESB58] | hit rate 0.063% among 340,000 | purified PvdQ acylase; in the data active = inhibition above about 30%, passing the limit was not always enough;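 note: 0% = vehicle neutral wells and 100% = reference inhibitor wells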
SR-BI DiI-HDL act: activators of SR-BI mediated DiI-HDL uptake, primary screen, ldlA[mSR-BI] CHO cells, DiI fluorescence; 3 h; 100 = double the neutral-control signal; hit rate 0.096% among 320,000; activation, % at 12.5 µM;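 active = mean replicate activation of at least 60% and every replicate at or above 60%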;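 note: 0% = median plate neutral-control signal and 100% = twice that signal; values of inactives mirror those of a sister screen read the other way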
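System: LDL receptor-deficient CHO ldlA cells overexpressing murine SR-BI | Timing: 3 h uptake period with compound, 37 °C | Medium: HEPES-buffered (25 mM, pH 7.4) F12 plus 0.5% BSA | Dosing: Single-point compound dose | Signal: Bottom-read fluorescence, 550/595 nm | Read-out: Retained DiI signal reflecting DiI-HDL uptake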
SR-BI DiI inh: inhibitors of SR-BI mediated HDL lipid uptake, primary screen, ldlA[mSR-BI] cells, fluorescence, single point; Scavenger receptor class B member 1 (Mus musculus), Q61009; ldlA[mSR-BI] CHO cells, DiI-HDL uptake fluorescence, 3 h; inhibition, % at 12.5 µM; hit rate 0.96% among 320,000; AID 488896, 2010;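 active = mean replicate inhibition of at least 70% and a set share of replicates each scoring 70 or more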;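 note: 0% = median of neutral control wells and 100% = median of positive control wells; values of inactives mirror those of a sister screen read the other way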
MITF act: activators of MITF-driven TRPM1 promoter reporter, primary screen, cell-based, SK-MEL-5, luciferase, single point; SK-MEL-5 TRPM1-promoter luciferase, 24 h; % of positive control, neutral wells = 0; activation, % at 12.5 µM; AID 588334, 2011; hit rate 0.75% among 300,000;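 active = mean activation of at least 80% with every replicate also reaching 80%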;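 note: 0% = neutral control wells and 100% = parthenolide positive control wells; values of inactives mirror those of a sister screen read the other way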
dFosB activator: activators of delta FosB homodimer, primary screen, biochemical, fluorescence polarization, TAMRA-CDK5 oligo, single point; purified delta FosB; percent of positive-control signal above neutral wells; activation, % at 25 µM; hit rate 0.99% among 340,000; AID 493131, 2011;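 active = mean activation above about 17%, with every replicate also reaching it, limit read from the data, passing the limit was not always enough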;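 note: fluorescence polarization rise as delta FosB binds a TAMRA Cdk5 AP-1 oligo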
CDK5 inh: inhibitors of human CDK5/p35 kinase, primary screen, biochemical, single concentration | Recombinant CDK5/p35, ADP-Glo luminescence, 60 min | AID 488839, 2010 | inhibition, % at 10 µM | hit rate 0.01% among 330,000;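 active = highest replicate inhibition of at least 50% and at least 75% of replicates reaching 50%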;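 note: plate controls were DMSO neutral control for no effect and GW8510 at 10 µM for full effect; many of its hits are not listed in these tables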
Target sequence (Q00535 whole entry, looked up): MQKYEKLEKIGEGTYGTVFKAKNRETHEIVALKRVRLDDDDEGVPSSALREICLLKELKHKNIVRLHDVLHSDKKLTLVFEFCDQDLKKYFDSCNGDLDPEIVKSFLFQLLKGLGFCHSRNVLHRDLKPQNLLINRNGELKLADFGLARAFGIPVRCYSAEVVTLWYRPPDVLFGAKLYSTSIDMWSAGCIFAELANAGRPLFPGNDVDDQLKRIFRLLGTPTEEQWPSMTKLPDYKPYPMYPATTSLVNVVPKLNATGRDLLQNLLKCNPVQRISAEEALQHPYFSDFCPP
Target sequence (Q15078 whole entry, looked up): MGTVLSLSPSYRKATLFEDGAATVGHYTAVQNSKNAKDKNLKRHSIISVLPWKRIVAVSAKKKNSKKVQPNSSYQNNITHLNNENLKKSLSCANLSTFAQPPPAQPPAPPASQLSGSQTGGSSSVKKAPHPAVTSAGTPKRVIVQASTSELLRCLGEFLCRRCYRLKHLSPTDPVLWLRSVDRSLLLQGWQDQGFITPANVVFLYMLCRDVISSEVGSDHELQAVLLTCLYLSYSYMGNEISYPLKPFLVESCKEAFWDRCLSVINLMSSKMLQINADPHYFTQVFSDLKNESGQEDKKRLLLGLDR
Rtt109 HAT inh: inhibitors of C. albicans Rtt109/Vps75 HAT, primary screen, biochemical, ThioGlo CoA-SH fluorescence, plate reader | hit rate 0.16% among 330,000 | Histone acetyltransferase RTT109 (Candida albicans (strain SC5314 / ATCC MYA-2876)), … | inhibition, % at 34.9 µM | purified Rtt109/Vps75, 4 h;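 active = inhibition of at least 50% in every replicate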
Target sequence (Q5AAJ8 whole entry, looked up): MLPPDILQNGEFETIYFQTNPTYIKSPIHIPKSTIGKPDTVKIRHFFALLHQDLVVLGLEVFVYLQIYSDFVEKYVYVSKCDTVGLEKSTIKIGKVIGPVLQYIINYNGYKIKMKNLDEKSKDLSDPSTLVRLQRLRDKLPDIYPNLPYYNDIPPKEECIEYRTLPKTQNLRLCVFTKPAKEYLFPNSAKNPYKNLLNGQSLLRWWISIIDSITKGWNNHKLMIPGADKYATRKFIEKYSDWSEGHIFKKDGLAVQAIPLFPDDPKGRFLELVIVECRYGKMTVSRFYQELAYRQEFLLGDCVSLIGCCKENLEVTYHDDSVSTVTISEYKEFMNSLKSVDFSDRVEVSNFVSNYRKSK
HTR5A ag ctr: HTR5A agonists in luminescence cell assay, primary screen, counter-screen for OPRM1-OPRD1 heterodimer agonist project, full-deck HTS; 5-hydroxytryptamine receptor 5A (Homo sapiens), P47898; cell-based; activation, % at 9.3 µM; hit rate 0.61% among 340,000; in the data active = activation mostly above about 9.5%, no sharp cut-off; inactive = mostly below about 7.6%;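 note: 0% = cells with vehicle only and 100% = reference agonist; strong numbers were not always called active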
RTF Ca sens act: cardiac RTF calcium sensitivity activators, primary screen, biochemical, IANBD-TnC fluorescence, EC20 calcium. AID 493008, 2010. activation, % at 7.2 µM. IANBD-labeled TnC RTF fluorescence at EC20 calcium; 0% EC20 calcium, 100% full calcium. Troponin I, cardiac muscle (Homo sapiens) + Troponin T, cardiac muscle (Homo sapiens) + …. hit rate 0.24% among 340,000;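 active = activation above the mean over all tested compounds plus 3 SD, cut at about 30% in these data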;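 note: rise in fluorescence read as greater calcium sensitivity of cardiac thin filaments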
Wnt act: Wnt/beta-catenin pathway activators, primary screen, cell-based, plate reader, single point; hit rate 1.2% among 300,000; activation, % at 9.35 µM; Wnt/beta-catenin reporter cell assay, activator; in the data active = activation above about 30%, passing the limit was not always enough;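 note: 0% = neutral control wells and 100% = positive control wells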
An asterisk follows results filed as active; . = not tested or not shown. Random draw from the library (roughly 4.4% active in at least one column).

SMILES | PvdQ acylase | SR-BI DiI-HDL act | SR-BI DiI inh | MITF act | dFosB activator | CDK5 inh | Rtt109 HAT inh | HTR5A ag ctr | RTF Ca sens act | Wnt act
C/C(=N\NC(=O)c1cccc(S(=O)(=O)N2CCCC2)c1)c1ccc(F)cc1 | -7 | -4 | 4 | 10 | -13 | 0.6 | -1 | 1 | 4 | -1
Cc1cccnc1NC(=O)c1cccc(NC(=O)CC2SC(N3CCCCC3)=NC2=O)c1 (stereo not drawn) | 2 | -7 | 7 | . | -6 | 0.5 | 14 | 12 | -3 | 2
COC(=O)c1ccc(NC(=O)Cn2nnc(-c3cccs3)n2)cc1 | -4 | -3 | 3 | -7 | 12 | 1.2 | 1 | 7 | -3 | 0
CN(C)S(=O)(=O)c1ccc(NC(=O)N2CCN(c3cccc(C(F)(F)F)c3)CC2)cc1 | -1 | -39 | 39 | -14 | -4 | 0.2 | -8 | 5 | -4 | -15
COc1ccc(C2C(C(=O)Nc3cc(C)on3)c3ccccc3C(=O)N2C)cc1 (stereo not drawn) | -5 | 18 | -18 | . | -20 | 0.7 | 0 | 4 | 12 | 0
O=c1onc(-c2ccccc2)c2ccccc12 | -5 | 2 | -2 | . | -3 | -2.5 | -3 | 0 | 0 | 0
O=C(O)C1CCCCC1C(=O)Nc1ccc2c(c1)OCCO2 (stereo not drawn) | 2 | 11 | -11 | -1 | -5 | 0.2 | 4 | 9 | -2 | .
Cc1c(NC(=O)c2cc(Br)ccc2Cl)cccc1-n1cnnn1 | -11 | -25 | 25 | 3 | -5 | -6.8 | 5 | -1 | -3 | 6
COc1ccc(Cn2nnnc2CN2CCN(c3ccc(OC)cc3)CC2)cc1 | -17 | -4 | 4 | -10 | 1 | -2.8 | 3 | 0 | -4 | -1
COc1ccccc1CN(Cc1nc2ccccc2c(=O)[nH]1)S(=O)(=O)c1ccc(C)cc1 | 4 | 3 | -3 | -5 | -1 | -1.9 | . | 7 | 1 | -6
CCN(CC)CCCCCOc1ccccc1OC | 2 | 3 | -3 | -3 | -1 | -1.5 | 2 | 4 | -4 | 0
Cc1ncoc1C(=O)N1CCCC(N2CCN(c3ccccc3F)CC2)C1 (stereo not drawn) | -15 | 19 | -19 | -6 | -2 | . | -1 | 2 | 3 | 0
CCOc1cccc(-c2cc(=O)[nH][nH]2)c1 | -6 | 8 | -8 | 2 | -3 | 2.1 | 2 | 0 | 1 | .
CCOc1ccccc1CNS(=O)(=O)c1ccc2c(c1)C(C)(C)C(=O)N2C | -17 | 5 | -5 | -3 | -7 | 2.2 | -12 | 2 | -3 | 0
c1ccc2c(OCCCCN3CCCC3)cccc2c1 | -9 | 8 | -8 | . | -9 | 1.2 | 7 | 1 | 6 | 0

Three of the entries above in order of their number in PvdQ acylase, lowest first:
| compound | PvdQ acylase |
| --- | --- |
| CCOc1cccc(-c2cc(=O)[nH][nH]2)c1 | -6 |
| COc1ccc(C2C(C(=O)Nc3cc(C)on3)c3ccccc3C(=O)N2C)cc1 (stereo not drawn) | -5 |
| COC(=O)c1ccc(NC(=O)Cn2nnc(-c3cccs3)n2)cc1 | -4 |

(cont.)
SMILES | PvdQ acylase | SR-BI DiI-HDL act | SR-BI DiI inh | MITF act | dFosB activator | CDK5 inh | Rtt109 HAT inh | HTR5A ag ctr | RTF Ca sens act | Wnt act
O=C(CSc1nnc(-c2ccncc2)o1)Nc1cc(Cl)ccc1C(=O)O | -1 | 8 | -8 | -5 | -9 | -1.0 | -11 | 5 | 0 | -2
CCN(CC)c1ccc(NC(=O)Nc2cccc3ccccc23)cc1 | -8 | -41 | 41 | 31 | -18 | -0.6 | 7 | -3 | 8 | .
COc1cccc(/C=N/NC(=O)CNC(=O)c2ccc(S(=O)(=O)N3CCCC3)cc2)c1OC | -12 | -55 | 55 | 1 | -6 | -0.2 | -1 | -3 | 2 | -6
CCC1CCCCN1C(=O)/C=C/c1ccc2c(c1)OCO2 (stereo not drawn) | -11 | 9 | -9 | 16 | -1 | -0.5 | -3 | 0 | -1 | 1
Cc1ccc(S(=O)(=O)N2CCN(C(=O)CCC(=O)NCc3cccc(C(F)(F)F)c3)CC2)cc1 | -10 | 30 | -30 | -10 | -16 | 0.3 | 1 | 3 | -2 | -3
Cc1ccc2oc(-c3ccc(NC(=O)CC(C)C)cc3)nc2c1 | -2 | -44 | 44 | 101* | 3 | -4.6 | 4 | -4 | 4 | 16
Cc1cc2c(c(SCC(N)=O)n1)C(=O)OC2 | 2 | -25 | 25 | -9 | 3 | 0.6 | 3 | 1 | 1 | 0
O=C(CSc1nc2ccccc2[nH]1)NC1CCCC1 | -18 | 22 | -22 | -13 | -17 | -0.2 | -3 | -5 | 0 | 2
Cc1cccc(NC(=O)Cn2nc(-c3ccco3)ccc2=O)c1C | 0 | . | . | 0 | -2 | -2.2 | 20 | -4 | -4 | 5
Cc1cc2c(cc1S(=O)(=O)N1CC(C)CC(C)C1)OCC(=O)N2 (stereo not drawn) | -14 | -15 | 15 | . | 0 | -6.3 | 5 | 0 | 8 | 0
CC(=O)Nc1ccc(NC(=O)COC(=O)c2c(C)nn(-c3ccccc3)c2C)cc1 | -1 | -40 | 40 | 0 | 2 | -0.8 | 28 | -3 | 8 | -1
CCc1cccc(C)c1NC(=O)CSc1nc(-c2ccccc2F)nc2nc[nH]c12 | -21 | 46 | -46 | 13 | 7 | 0.0 | 4 | 1 | -2 | -1
CCN(CC)Cc1ccccc1CNC(=O)c1cccc(S(=O)(=O)Nc2ccc3c(c2)OCO3)c1 | -4 | 8 | -8 | 43 | -5 | -0.8 | 6 | -4 | 2 | 0
O=[N+]([O-])c1ccccc1CSc1nc2ccccc2o1 | -7 | -22 | 22 | 70 | -5 | -1.0 | 2 | 2 | -1 | .
CCSc1nnc(-c2ccccc2NC(=O)CC)c(=O)[nH]1 | -4 | -2 | 2 | 7 | 2 | 0.8 | -2 | 2 | -8 | -5
O/N=C/c1ccn(-c2ccc(Br)cc2)c1 | 20 | -14 | 14 | 49 | 10 | -2.0 | 1 | -5 | 6 | 6
Cc1ccc(OCc2nc(-c3ccccn3)n[nH]2)cc1 | -13 | 23 | -23 | 33 | -13 | -1.9 | 0 | -11 | -1 | .
Cc1cc(-n2[nH]c(C)c(C)c2=O)nc(-c2ccccc2O)n1 | 8 | -16 | 16 | -27 | 8 | 0.8 | 3 | 1 | 0 | 5
O=S(=O)(/C=C/c1ccccc1)NCCc1ccccn1 | 1 | 24 | -24 | -2 | 1 | 3.2 | 0 | -4 | 3 | 3
CCCCNC(=O)Cn1c(=O)n(C)c2ccccc21 | 11 | 22 | -17 | . | 1 | 7.0 | -2 | . | 3 | 0
CN(CCC#N)C(=O)c1ccc(CNS(=O)(=O)c2ccc(F)cc2)cc1 | -17 | 26 | -26 | 10 | -2 | -0.4 | 12 | -2 | 6 | .
O=[N+]([O-])c1cc(S(=O)(=O)Oc2ccccc2)ccc1Cl | 4 | 6 | -6 | -87 | -3 | -5.8 | 5 | 0 | -6 | -8
COc1cc2c(cc1OC)C(c1ccc(C)cc1)NC(=O)C2 (stereo not drawn) | -13 | -15 | 15 | . | 6 | -0.5 | 7 | -2 | -5 | -1
O=C(N1CCN=C1SCc1cccnc1)C12CC3CC(CC(C3)C1)C2 | 1 | -1 | 1 | -8 | -8 | 0.4 | -7 | -3 | -9 | -2
NNC(=O)CN1C(c2ccc(Cl)cc2)=Nc2ccc(Br)cc2C1c1ccccc1 (stereo not drawn) | 4 | -8 | 8 | . | 1 | -4.0 | 2 | 1 | -1 | -2
CN(C)c1ccc(N=Nc2ccccc2C(=O)OCC(=O)NC2CCCC2)cc1 | 12 | -14 | 14 | 34 | -1 | 0.1 | -3 | 0 | -5 | .
O=S1(=O)CCOC[C@H](c2ccccc2)N1Cc1ccccc1 | 2 | 1 | -1 | 6 | 5 | 0.4 | 4 | 3 | 2 | -3
O=C(CSc1n[nH]c(=O)[nH]c1=O)NCC1CCCCC1 | 7 | 9 | -9 | -1 | -3 | 1.8 | 21 | 4 | 3 | 3
CCOC(=O)c1[nH]c2ccc(F)cc2c1NC(=O)c1ccccc1C(=O)O | -15 | 1 | -1 | 28 | -2 | 0.3 | 0 | 2 | 7 | 18
COc1ccc2c(c1OC)c(=O)n1c3ccc(OC(C)C(=O)NCCCN4CCOCC4)cc3c3ccnc2c31 (stereo not drawn) | -4 | -21 | 21 | -4 | -36 | -1.4 | -234 | 0 | -6 | .
O=C(Nc1ccccc1OC(F)F)C1CC(=O)N(Cc2ccccc2)C1 (stereo not drawn) | -3 | 10 | -10 | -6 | 2 | 1.3 | -1 | -2 | -3 | 0
O=C(c1ccc(Cl)c(S(=O)(=O)N2CCCC2)c1)N1CCCCC1 | 7 | -3 | 3 | -5 | 8 | 0.7 | -9 | 1 | -4 | 18
CC1CCCC(C)N1C(=O)CSc1ccc(-c2ccc3c(c2)OCCO3)nn1 (stereo not drawn) | 11 | -4 | 4 | 22 | -14 | 9.7 | 3 | 0 | -2 | -3
CCOC(=O)C1=C(C)NC(C)=C(C(=O)OCC)C1C(=O)OCC(=O)N1CCCCC1CC (stereo not drawn) | -13 | -23 | 23 | -4 | 2 | -0.4 | 3 | 4 | -2 | -3
Cc1ccc(S(=O)(=O)N2CCOCC2)cc1C(=O)NC1CCN(Cc2ccccc2)CC1 | 1 | -49 | 49 | -10 | 3 | -1.1 | 0 | -1 | -3 | -1
C/C(=N\NC(=O)CNC(=O)C1COc2ccccc2O1)c1ccc(Cl)cc1 (stereo not drawn) | 1 | 16 | -16 | -6 | 3 | -0.5 | 10 | 2 | -1 | 0
Cc1ccccc1-n1c(=O)c2ccccc2n2nnnc12 | -9 | -4 | 4 | 7 | 0 | 3.0 | -2 | -5 | -2 | .
CC(=O)Nn1c(C)nnc1-n1nc(C)cc1C | -17 | 34 | -34 | -10 | -1 | 0.5 | 4 | -4 | 0 | .
COC(=O)c1cc(N=CC2=C(O)CC(C)(C)CC2=O)cc(C(=O)OC)c1 | 0 | 20 | -20 | 16 | -9 | -0.3 | -2 | 1 | -3 | 3
CCOc1ccccc1N=C1SCC(C)N1C(=O)C1CCN(c2ncnc3sc(C)c(C)c23)CC1 (stereo not drawn) | -16 | -24 | 24 | 4 | -10 | 0.5 | -2 | 4 | -2 | -5
Cc1ccc(S(=O)(=O)NCc2nnc(SCC(=O)Nc3cccc(C)c3C)n2C)cc1 | -14 | -16 | 16 | -6 | -6 | 1.1 | -2 | 0 | 0 | -4
